# High-throughput results from PubChem.
# M4 PAM = human M4 muscarinic receptor positive allosteric modulators, primary screen, CHO-K1 cells, Fluo-8 calcium fluorescence; Muscarinic acetylcholine receptor M4 (Homo sapiens), P08173; CHO-K1 hM4/Gqi5, ACh EC20; 0% = ACh EC20, 100% = maximal ACh; activation, % at 3 µM; 360,000 compounds, 0.4% hits; AID 624126, 2012;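 active = activation above its plate's cutoff, the mean activation of sample wells plus 3 SD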; also: some results filed as inactive read as strong as hits
# Target sequence (P08173 whole entry, looked up): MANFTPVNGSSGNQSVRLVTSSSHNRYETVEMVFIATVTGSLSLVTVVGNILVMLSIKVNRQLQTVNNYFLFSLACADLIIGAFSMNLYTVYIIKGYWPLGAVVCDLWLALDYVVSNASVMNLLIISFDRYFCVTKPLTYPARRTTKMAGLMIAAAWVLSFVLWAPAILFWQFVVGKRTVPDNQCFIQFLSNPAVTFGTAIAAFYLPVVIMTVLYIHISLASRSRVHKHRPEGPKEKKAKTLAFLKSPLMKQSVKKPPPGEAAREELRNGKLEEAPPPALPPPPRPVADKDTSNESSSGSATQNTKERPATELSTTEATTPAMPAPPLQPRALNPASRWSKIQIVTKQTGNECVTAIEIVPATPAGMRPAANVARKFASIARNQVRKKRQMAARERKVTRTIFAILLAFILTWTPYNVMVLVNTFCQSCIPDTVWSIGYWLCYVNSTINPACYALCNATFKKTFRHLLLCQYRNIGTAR
# M4 ag = human M4 muscarinic receptor agonists, primary screen, CHO-K1 cells, Fluo-8 calcium fluorescence. Muscarinic acetylcholine receptor M4 (Homo sapiens), P08173. CHO-K1 hM4/Gqi5; vehicle 0%, full acetylcholine response 100%. activation, % at 3 µM. 360,000 compounds, 0.14% hits;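 active = activation above the run mean over all test wells plus 3 SD, cut at about 32% in these data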;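 also: peak over basal fluorescence ratio per well then scaled between controls; 0% = DMSO wells and 100% = acetylcholine at EC100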
# M5 PAM = human M5 muscarinic receptor positive allosteric modulators, primary screen, CHO-K1 cells, Fluo-8 calcium fluorescence; 360,000 compounds, 0.3% hits; activation, % at 3 µM; Muscarinic acetylcholine receptor M5 (Homo sapiens), P08912; CHO-K1 hM5, ACh EC20 PAM; 0% = ACh EC20, 100% = ACh EC100; AID 624038, 2012;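 active = activation above the run cutoff, the mean activation of all test compounds plus 3 SD, cut at about 18% in these data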
# Target sequence (P08912 whole entry, looked up): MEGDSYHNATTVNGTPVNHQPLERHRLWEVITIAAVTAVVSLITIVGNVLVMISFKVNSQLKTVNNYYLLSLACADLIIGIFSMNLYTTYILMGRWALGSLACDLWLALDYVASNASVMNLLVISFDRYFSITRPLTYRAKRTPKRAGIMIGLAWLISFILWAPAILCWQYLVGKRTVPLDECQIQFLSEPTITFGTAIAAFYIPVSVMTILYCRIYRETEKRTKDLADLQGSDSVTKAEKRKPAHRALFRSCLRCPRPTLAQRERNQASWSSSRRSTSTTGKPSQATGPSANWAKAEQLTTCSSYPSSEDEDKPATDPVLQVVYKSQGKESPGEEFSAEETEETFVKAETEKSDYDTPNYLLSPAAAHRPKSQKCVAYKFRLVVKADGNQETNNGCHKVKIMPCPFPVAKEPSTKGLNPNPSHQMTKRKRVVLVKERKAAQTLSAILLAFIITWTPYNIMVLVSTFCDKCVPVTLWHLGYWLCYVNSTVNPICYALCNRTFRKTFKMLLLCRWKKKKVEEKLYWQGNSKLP
#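 Assay system: CHO-K1 hM5 cells. Also added: acetylcholine at EC20 concentration, added after compound. Dosing: 3 µM, single dose. Times: compound preincubation 140 s before EC20 acetylcholine addition. Signal: Fluo-8 calcium fluorescence. Measure: % activation relative to EC20 and EC100 ACh responses. Repeats: singlicate, one well per test compound.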
# CHO-K1 Ca antag = counter-screen for M1 antagonists: effect in parental CHO-K1 cells; 360,000 compounds, 0.6% hits; inhibition, % at 3 µM; ATP-induced calcium, Fluo-8 fluorescence;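 active = inhibition above a per-plate cutoff, the plate's mean sample inhibition plus 3 SD, cut at about 24% in these data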;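 also: 0% = DMSO plus EC80 ATP and 100% = DMSO alone without ATP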
# M5 antag = human M5 muscarinic receptor antagonists, primary screen, CHO cells, Fluo-8 calcium fluorescence; 360,000 compounds, 0.59% hits; AID 624040, 2012; Muscarinic acetylcholine receptor M5 (Homo sapiens), P08912; inhibition, % at 3 µM; CHO-hM5 cells, ACh EC80;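 active = inhibition above a per-plate cutoff, the mean of that plate's test compounds plus 3 SD, cut at about 27% in these data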;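 also: 0% = acetylcholine EC80 with DMSO and 100% = DMSO without agonist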
# CHO-K1 Ca ag = counter-screen for M1 agonists: effect in parental CHO-K1 cells; AID 602248, 2012; activation, % at 3 µM; 360,000 compounds, 0.48% hits; Fluo-8 calcium fluorescence; scaled to maximal ATP response, vehicle zero; in the data active = activation above about 15%;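 also: untransfected CHO-K1 host cells lacking M1 receptor as counterscreen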
# M1 PAM parental = nonselective calcium activators in parental CHO-K1 cells, primary screen, counter-screen for M1 PAM project, cell-based, Fluo-8 calcium fluorescence, full deck, 1536-well. ATP EC20; 0% at ATP EC20, 100% at ATP max. activation, % at 3 µM. 360,000 compounds, 0.02% hits. AID 602247, 2012;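 active = activation above the run cutoff, the mean activation of all test compounds plus 3 SD, cut at about 40% in these data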;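 also: peak over basal fluorescence ratio in a 140 s read after ATP addition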
# M4 antag = human M4 muscarinic receptor antagonists, primary screen, CHO cells, Fluo-8 calcium fluorescence; inhibition, % at 3 µM; CHO-hM4 cells, ACh EC80; 360,000 compounds, 0.73% hits; Muscarinic acetylcholine receptor M4 (Homo sapiens), P08173;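 active = inhibition above its plate's cutoff, the mean inhibition of sample wells plus 3 SD, cut at about 27% in these data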;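 also: 0% = acetylcholine EC80 with DMSO and 100% = DMSO without agonist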
# M5 ag = human M5 muscarinic receptor agonists, primary screen, CHO-K1 cells, Fluo-8 calcium fluorescence | Muscarinic acetylcholine receptor M5 (Homo sapiens), P08912 | CHO-K1 hM5 cells; 0% DMSO wells, 100% maximal acetylcholine response | activation, % at 3 µM | 360,000 compounds, 0.19% hits;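 active = activation above the run's mean over test compounds plus 3 SD, cut at about 23% in these data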;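 also: signal is peak over basal fluorescence ratio across the kinetic read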
# An asterisk follows results filed as active; nt = not tested or not shown.
SMILES,M4 PAM,M4 ag,M5 PAM,CHO-K1 Ca antag,M5 antag,CHO-K1 Ca ag,M1 PAM parental,M4 antag,M5 ag
Cc1ccc(C)c(NC(=S)N(Cc2ccc(Cl)cc2)Cc2ccc(C(=O)O)cc2)c1,14,2,-2,-5,14,-0.9,-20,-4,1
C[C@H](NC(=O)Cc1ccccc1)C(=O)N1CCC2(CC1)NCCc1[nH]cnc12,-2,-1,-4,-5,17,-0.3,-14,-7,-4
CCOC(=O)C1(Cc2ccc(OC)cc2)CCN(C(=O)C2=CCCC2)CC1,-2,2,-2,-20,-4,0.9,4,-14,-3
Cc1cccc(-n2c(C)cc(/C=N/NC(=O)c3ccc(CN4CCOCC4)cc3)c2C)c1,-7,1,-2,-2,-11,1.8,5,9,-6
O=C(NC1CCCCC1)c1ccc(N2CCOCC2)c([N+](=O)[O-])c1,-1,1,-3,-1,-2,0.7,0,0,0
COc1ccc(-c2c(-c3cc(OC)cc(OC)c3)n(C)c3ccc(-c4ccc(N(C)C)nc4)cc23)cc1,1,0,-2,-2,5,-0.3,-1,6,7
O=C1C2C3C=CC(C3)C2C(=O)N1c1ccc2c(c1)CCC2 (configuration not stated),6,1,-5,-1,25,-0.3,-3,8,-4
CCOC(=O)[C@]12CCC=C1N(CCC1=CCCCC1)C(=O)[C@H](CC(=O)NCCCN1CCCC1=O)C2,13,0,7,-18,1,0.0,21,-7,-1
CCN(CC)S(=O)(=O)c1cc(NC(=O)CSc2nnc(-c3cccs3)o2)ccc1C,12,1,4,-2,2,0.4,1,3,0
Cc1ccc(NS(=O)(=O)c2cc3c(cc2C)NC(=O)CO3)cc1,-4,14,-8,-4,4,5.8,14,3,5
CC(C)(C)NC(=O)C(c1ccncc1)N(Cc1ccc(F)cc1)C(=O)c1ccc(-c2ccccc2)[nH]1 (configuration not stated),4,2,5,-17,-6,1.4,16,1,-3
O=C(CN1C(=O)NC2(CCCc3ccccc32)C1=O)N1CCN(c2cccc(C(F)(F)F)c2)CC1 (configuration not stated),-4,2,-5,0,12,0.4,-14,6,3
O=C(O)c1c(-c2ccc(Cl)cc2)cn2ccccc12,-1,1,-6,6,-6,10.0,16,14,-1
Cc1cccc(NC(=S)N(CCN(C)C)Cc2cc3cc(C)ccc3[nH]c2=O)c1,12,2,8,-15,0,1.1,19,2,20
C#CCOCCOCCOCCNc1nc(N2CCN(C(=O)[C@H]([C@@H](C)CC)n3cc([C@@H](N)CO)nn3)CC2)nc(N2CCN(C(=O)[C@H]([C@@H](C)CC)n3cc([C@@H](N)Cc4ccc(O)cc4)nn3)CC2)n1,8,1,6,11,2,0.1,0,2,6

# Gathered by group: those above containing a COOH group (2)
SMILES,M4 PAM,M4 ag,M5 PAM,CHO-K1 Ca antag,M5 antag,CHO-K1 Ca ag,M1 PAM parental,M4 antag,M5 ag
Cc1ccc(C)c(NC(=S)N(Cc2ccc(Cl)cc2)Cc2ccc(C(=O)O)cc2)c1,14,2,-2,-5,14,-0.9,-20,-4,1
O=C(O)c1c(-c2ccc(Cl)cc2)cn2ccccc12,-1,1,-6,6,-6,10.0,16,14,-1

# (further entries)
SMILES,M4 PAM,M4 ag,M5 PAM,CHO-K1 Ca antag,M5 antag,CHO-K1 Ca ag,M1 PAM parental,M4 antag,M5 ag
CCCc1cc(=O)n2[nH]c(C)c(-c3ccccc3)c2n1,23,-3,2,-5,-11,-0.5,10,-8,-2
CC(NS(C)(=O)=O)C(c1cccs1)N1CCN(c2ccc(F)cc2)CC1 (configuration not stated),-7,1,5,-16,5,1.9,8,6,2
c1ccc(-c2cn3nc4c(nc3n2)CCCC4)cc1,4,0,0,-7,10,0.3,3,2,-1
Cc1ccccc1N1C(=O)c2ccccc2N2C(=O)c3ccccc3C12 (configuration not stated),-3,1,-5,-12,5,0.5,4,-3,-1
NS(=O)(=O)c1ccc(NC(=O)CSc2nc3ccccc3[nH]2)cc1,-2,1,4,-16,-6,0.5,16,-1,0
O=C(NC1CCN(C(=S)Nc2ccccc2)CC1)C1CCCCC1,-6,0,-6,-5,17,0.1,-18,1,0
O=C(CSc1cccc[n+]1[O-])Nc1ccccc1C(F)(F)F,6,1,0,-16,1,1.0,20,-14,7
Cc1ccc(Oc2cc(N3CCOCC3)nc(-c3ccccc3)n2)cc1,2,0,-3,-16,5,-0.2,7,4,2
Cc1cccc(-c2nc(=S)c3c(n2Cc2ccco2)CCCC3)c1,3,1,8,-14,-1,0.5,6,-2,5
O=C1N[C@@H](c2ccccc2)COC(=O)[C@H](Cc2ccc(F)cc2)C/C=C\C[C@@H]1CC(=O)N(CCO)Cc1ccccc1,5,14,2,-10,17,1.4,20,-10,4
COCCSc1ccccc1C(=O)Nc1cc(C)cc(C)c1,-2,0,2,-8,2,-0.1,9,0,-1
CC(C)CN(CCNC(=O)CN1C(=O)CSc2ccc(S(=O)(=O)N3CCOCC3)cc21)CC(C)C,1,0,-3,0,-5,-0.5,-3,4,-5
Cc1ccc(-c2ccc(=O)n(CC(=O)NCc3ccco3)n2)cc1,2,-1,1,-5,5,0.4,20,1,1
CCCCN(CC)S(=O)(=O)c1ccc(C(=O)N=c2sc3cc(NC(C)=O)ccc3n2C)cc1,5,1,8,-12,-7,0.5,26,6,1
Cc1ccc(S(=O)(=O)Oc2cccc(N3C(=O)C4CC=CCC4C3=O)c2)cc1 (configuration not stated),14,1,0,7,-5,-0.1,9,-8,1
O=C(Cc1ccccc1)NC1CCN(C(=O)c2ccc([N+](=O)[O-])cc2)CC1,-1,1,0,18,8,0.0,-27,6,-2
COc1cc(/C=N/n2c(C3CCCCC3)n[nH]c2=S)ccc1O,1,0,-1,-10,7,-0.2,21,-7,-3
CCc1onc(C)c1C(=O)O,9,0,2,-1,-14,-0.3,16,-9,0
CC1=C(C(=O)N(C)C)CC(CC(=O)NC2CC2)C(=O)N1Cc1ccc(C(C)(C)C)cc1 (configuration not stated),4,1,1,10,-3,-0.1,-3,-5,1
NC(=S)Nc1nc2ccccc2s1,-11,0,9,-11,2,1.4,23,5,-4
CCc1ccccc1NC(=O)CSc1nnc(Cn2cnc3ccccc32)o1,5,0,4,-10,-8,0.4,13,-12,-5
O=C(NCc1ccccc1)N(Cc1nc2ccccc2c(=O)[nH]1)C1CCCC1,-10,8,1,-5,0,1.2,0,-3,3
COc1ccc(C(=O)NCC(=O)OCC(=O)Nc2cccc(S(=O)(=O)N3CCCC3)c2)cc1,8,5,4,-9,0,3.2,13,-8,-3
O=C1CSC(c2ccc(F)cc2)N1c1nc2ccccc2s1 (configuration not stated),1,-2,-4,-3,-2,-0.4,15,5,-5
CC(C)CN(C(=O)COC(=O)CCCc1c[nH]c2ccccc12)c1c(N)n(Cc2ccccc2)c(=O)[nH]c1=O,-2,1,-6,5,29*,-0.1,6,7,-2
Cc1cc(C)n(CCC(=O)N/N=C/c2ccc(Cl)c([N+](=O)[O-])c2)n1,-2,3,7,-7,-4,1.0,9,9,2
COC(=O)[C@@]1(Cc2ccc(F)cc2)[C@H]2c3cc(C(=O)N4CCCC4)n(CCc4c[nH]c5ccccc45)c3C[C@H]2CN1C(=O)c1ccccc1,-1,1,5,-20,-5,1.0,19,3,3
Cc1ccc(S(=O)(=O)NCC(=O)OC2CCOC2=O)cc1 (configuration not stated),0,0,2,-4,3,0.3,-3,1,0
CCN(CC)C(=O)C(Sc1nnnn1-c1ccc(O)cc1)c1ccccc1 (configuration not stated),-2,0,1,1,6,0.4,-2,5,-2
CCOc1[nH]n(-c2ccccc2)c(=O)c1C=Nc1ccc(C(=O)OC)cc1,4,1,2,-5,-5,0.0,15,-10,4
O=C(CSc1nncs1)Nc1ccc2[nH]c(=O)[nH]c2c1,7,1,5,-7,-3,1.2,9,-4,6
Cc1ccc(NC(=S)NNC(=O)c2ccco2)cc1,0,1,-3,-6,-5,0.2,11,1,-1
COc1ccc(NC(=O)c2cccs2)cc1C(=O)N1CCN(c2ccccc2)CC1,-10,10,-12,-2,11,12,4,8,-1
CCCCC(=O)N(C)c1c(CC)nc2c(OCCC3CCCCC3)cccn12,-7,-3,-7,-9,7,-0.7,8,7,-3
COc1ccccc1NC(=O)COC(=O)c1oc2ccccc2c1C,-7,4,-11,2,10,0.5,-8,-4,-6
CC1=C(C(=O)OC2CCCCCC2)C(c2ccc(C)o2)C2=C(CCCC2=O)N1 (configuration not stated),3,2,4,13,-6,0.3,-3,-4,-4
CCC1CCc2sc(C(=O)NCC(c3ccc(OC)cc3)N3CCOCC3)cc2C1 (configuration not stated),2,1,3,-20,10,0.3,14,11,-6
COc1ccc(C(=O)OCC(=O)N2CCOCC2)cc1S(=O)(=O)N1CCOCC1,2,1,-19,-14,4,0.2,2,5,6
Cc1ccc(Cn2cc(/C=N/Nc3ccc([N+](=O)[O-])cn3)c3ccccc32)cc1,-5,2,-6,-17,11,3.0,26,0,-5
CC(=O)C1=C(O)C(=O)N(Cc2cccnc2)C1c1ccc(Cl)cc1Cl (configuration not stated),-3,1,-5,-10,8,-0.4,11,-6,2
COc1ccc(-c2sc3cc(OC)c(OC)cc3c2C#CC2(O)CCCCC2)cc1,0,0,2,-19,7,0.4,12,-1,3
CC(C)Sc1nc2c(c(=O)[nH]c(=O)n2C)n1Cc1ccc(Cl)cc1,1,1,3,5,3,-0.2,2,11,-3
Cc1ccc(S(=O)(=O)N2CC(O)C2)cc1,-2,1,-6,3,13,0.1,-13,1,-1
C[C@@H]1CC=C[C@H]2[C@H]1C(=O)N(Cc1ccccc1)[C@H]2c1ccc(-c2ccc(F)cc2)cc1F,-4,1,9,-11,-14,-0.3,27,1,7
CCCSc1nnc(CSc2nc3nc(C)cc(C)n3n2)o1,3,2,-1,-23,-4,1.1,14,-1,1
CC1(C(=O)NCc2ccccc2)CSCC(=O)N1Cc1cccs1 (configuration not stated),-9,6,6,nt,-4,nt,nt,20,4
COc1ccc2c(c1OC)C(=O)N1c3ccccc3C(=O)N(c3ccc(F)cc3)C21 (configuration not stated),-15,17,-18,0,20,5.0,21,21,4
COC(=O)[C@@]12C[C@@H](CC(=O)NCc3ccccc3)C(=O)N(Cc3ccc4c(c3)OCO4)C1=CCC(C)(C)C2,3,11,2,nt,-3,nt,nt,0,0
COc1ccc(/C=C/C(=O)N2CCCC2)cc1OC,31*,2,9,-10,4,-0.6,-14,-11,5
CC(=O)Nc1ccc(-c2cc(C(=O)O)c3ccccc3n2)cc1,6,0,2,-18,-3,1.6,14,5,5
CC(=O)N1c2ccc3ccccc3c2C(C)CC12CCCCC2 (configuration not stated),-9,-2,-9,-3,-2,9.9,-3,0,-3
O=C(c1ccccc1)c1nc[nH]c1C(=O)Nc1ccccc1,1,1,-2,-7,2,0.2,12,-1,0
CCn1c(COc2ccccc2)nnc1SCC(=O)NCc1ccco1,8,3,3,5,8,0.6,3,0,-1
O=C(Oc1cccc(/C=N/Nc2nc(Nc3ccccc3)nc(N3CCOCC3)n2)c1)c1ccco1,2,8,-11,12,13,4.1,5,9,-2
